Screens as filed in PubChem.
HSF1 activator: HSF-1 activators, primary screen, NIH3T3-HGL cells, MG132 stress, luminescence, single point. activation, % at 9 µM. actives 1.7% (n = 300,000). AID 504408, 2011. NIH3T3-HGL HSF-1 luciferase reporter, 8 h; 100% = twice DMSO control signal;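 active = mean replicate activation of at least 50% with a set share of replicates each reaching 50%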;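 note: 0% = median of the neutral control wells and 100% = twice that signal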
IEC-6 cytotox: cytotoxicity in IEC-6 intestinal epithelial cells, primary screen, cytotoxicity control for KLF5 inhibitor project, cell-based, luminescence; AID 1825, 2009; IEC-6 cytotoxicity, luminescence viability; inhibition, % at 5 µM; actives 0.78% (n = 290,000); in the data active = inhibition above about 22%;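 note: 0% = plate median of test compound wells and 100% = cytotoxic reference compound wells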
GSK3beta inhib: human GSK3beta kinase inhibitors, primary screen, biochemical, cell-free homogeneous, HTS | Glycogen synthase kinase-3 beta (Homo sapiens), P49841 | GST-GSK3beta kinase, ADP-Glo luminescence, 60 min; hits give low values | activity score (negative = inhibition), % at 10 µM | actives 0.038% (n = 300,000);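 active = more than half of replicate wells score below -50%, meaning over 50% inhibition versus plate controls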;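 note: 0% = median DMSO wells and -100% = median GW8510 positive control wells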
Target sequence (P49841 whole entry, looked up): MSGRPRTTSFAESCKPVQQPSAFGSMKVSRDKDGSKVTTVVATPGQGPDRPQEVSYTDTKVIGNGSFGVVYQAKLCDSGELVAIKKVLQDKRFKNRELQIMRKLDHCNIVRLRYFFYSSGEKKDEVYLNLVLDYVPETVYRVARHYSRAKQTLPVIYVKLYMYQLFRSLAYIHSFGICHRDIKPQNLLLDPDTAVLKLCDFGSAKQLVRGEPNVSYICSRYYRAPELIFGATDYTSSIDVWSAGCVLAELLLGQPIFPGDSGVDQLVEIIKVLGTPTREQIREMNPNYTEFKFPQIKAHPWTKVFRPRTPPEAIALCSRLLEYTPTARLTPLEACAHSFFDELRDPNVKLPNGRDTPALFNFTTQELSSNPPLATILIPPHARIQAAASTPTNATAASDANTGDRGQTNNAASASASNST
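test system = GST-tagged human GSK3beta kinase, cell-free | reagent = 25 µM ATP with peptide substrate | dosing = one dose of 10 µM per compound | schedule = 60 min reaction, RT | detection = luminescent ADP-Glo measurement of ADP formed | control set = DMSO neutral wells and GW8510 at 20 µM as positive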
Platelet DG rel: inhibitors of platelet dense granule secretion, primary screen, cell-based, MLPCN, human platelets. human platelet-rich plasma, SFLLRN dense granule ATP release, luminescence. inhibition, %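 (compounds screened at 7.5 µM in platelet-rich plasma)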. actives 0.22% (n = 300,000);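 active = mean replicate score, as percent of positive control, at or above 50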
KLF5 inh: KLF5 expression inhibitors, primary screen, DLD-1 cells, luminescence; DLD-1 KLF5 promoter-luciferase reporter; inhibition, % at 5 µM; actives 0.23% (n = 290,000);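 active = inhibition above a per-plate limit of that plate's mean compound inhibition plus 3 SD, cut at about 60% in these data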;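 note: 0% = DMSO wells and 100% = LY294002 at 200 µM; higher means less KLF5 promoter-driven luciferase light; inactives centre near -14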
aSyn UTR inh: MLPCN primary screen, SNCA 5' untranslated region; alpha-synuclein 5'UTR reporter, inhibitor activity; inhibition, % (tested at 7.5 µM); actives 0.82% (n = 300,000); AID 1813, 2009; in the data active = inhibition above about 60%;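 note: H4 neuroglioblastoma cells stably carrying SNCA 5'UTR luciferase fusion; 0% = DMSO wells and 100% = positive control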
DYRK1A inh: rat Dyrk1A kinase inhibitors, primary screen, biochemical, single point, plate reader; ADP-Glo luminescence, NFATc1 peptide; inhibition, % at 12.5 µM; actives 0.43% (n = 310,000); in the data active = inhibition above about 50%;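 note: plate controls were vehicle with enzyme for no effect and no enzyme for full effect; many of its hits are not listed in these tables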
GSK3A inh: blockers of GSK3A enzyme activity – biochemical, luminescence, cell-free homogeneous, HTS, primary screen; Glycogen synthase kinase-3 alpha (Homo sapiens), P49840; GSK-3 alpha kinase, ADP-Glo luminescence, 60 min; inhibition, % at 10 µM; actives 0.1% (n = 320,000); AID 2650, 2010;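 in the data active = inhibition above about 50%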;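 note: GST-tagged GSK-3 alpha with peptide substrate and 25 µM ATP; 0% = DMSO neutral wells and 100% = GW8510 positive control wells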
Target sequence (P49840 whole entry, looked up): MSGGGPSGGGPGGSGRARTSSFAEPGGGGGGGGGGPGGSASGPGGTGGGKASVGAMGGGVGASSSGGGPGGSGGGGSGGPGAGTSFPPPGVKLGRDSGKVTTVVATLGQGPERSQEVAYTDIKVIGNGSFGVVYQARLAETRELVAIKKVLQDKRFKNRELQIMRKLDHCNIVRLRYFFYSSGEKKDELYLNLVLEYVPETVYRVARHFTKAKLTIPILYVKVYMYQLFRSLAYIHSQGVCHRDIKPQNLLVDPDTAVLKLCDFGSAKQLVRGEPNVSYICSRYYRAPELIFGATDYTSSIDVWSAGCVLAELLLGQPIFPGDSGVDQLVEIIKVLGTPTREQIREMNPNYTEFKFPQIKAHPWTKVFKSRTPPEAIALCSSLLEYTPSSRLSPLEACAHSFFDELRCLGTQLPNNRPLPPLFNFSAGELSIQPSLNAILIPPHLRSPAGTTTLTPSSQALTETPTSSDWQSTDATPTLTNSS
HSP90 refold inh: HSP90 inhibitors, primary screen, cell lysate, luminescence; inhibition, % at 5.6 µM; actives 0.91% (n = 290,000); Rabbit reticulocyte lysate, luciferase refolding luminescence, 3 h; AID 1789, 2009; Heat shock protein HSP 90 (rabbit reticulocyte lysate; luciferase refolding);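 active = inhibition above the screen-wide mean plus 3 SD, computed separately per campaign, cut at about 16% in these data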;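 note: 0% = DMSO wells and 100% = 60 µM geldanamycin wells; inhibitors lower the luminescence because luciferase stays unfolded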
HSF1 inhib: HSF1 inhibitors in luciferase reporter cells, primary screen, cell-based, NIH3T3, luminescence | NIH3T3-HGL HSE-luciferase, MG132-induced, luminescence 8 h; hits give low values | activity change, negative = inhibition, % at 7.5 µM (by protocol) | actives 0.77% (n = 300,000);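 active = more than half of replicate wells show activity change below -50%, luminescence cut by over half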;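 note: luciferase reports HSF-1 transcriptional activity via heat shock element; 0% = median of DMSO wells and -100% = zero luminescence signal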
* marks the source's active call; other numbers are inactive results; . = no result given.

The first 2 entries (preview)
item	molecule	HSF1 activator	aSyn UTR inh	GSK3A inh	Platelet DG rel	DYRK1A inh	IEC-6 cytotox	HSP90 refold inh	KLF5 inh	HSF1 inhib	GSK3beta inhib
1	COc1ccccc1C(=O)OCC(=O)NCCNC(=O)COC(=O)c1ccccc1OC	-63	-25	-3	9	-9	6	1	-36	-55*	-3
2	O=C(NCCc1ccccc1)c1cccc2c1C(=O)N(C1CCCCC1)C2	1	16	2	-6	.	4	1	-18	-3	-2

The whole of this part, repeating the preview:
item	molecule	HSF1 activator	aSyn UTR inh	GSK3A inh	Platelet DG rel	DYRK1A inh	IEC-6 cytotox	HSP90 refold inh	KLF5 inh	HSF1 inhib	GSK3beta inhib
1	COc1ccccc1C(=O)OCC(=O)NCCNC(=O)COC(=O)c1ccccc1OC	-63	-25	-3	9	-9	6	1	-36	-55*	-3
2	O=C(NCCc1ccccc1)c1cccc2c1C(=O)N(C1CCCCC1)C2	1	16	2	-6	.	4	1	-18	-3	-2
3	CSCCC(NC(=O)C1CCC(C)CC1)C(=O)OCC(=O)c1ccc(Cl)cc1 (stereo not drawn)	10	25	3	-6	1	-3	-5	9	4	2
4	CCNS(=O)(=O)c1cc(OC)ccc1OC	-35	-10	-1	2	-2	3	6	6	-17	0
5	O=c1[nH]c(=O)c2nnc(N/N=C/c3ccccc3F)nc2[nH]1	-6	-1	1	5	3	-13	0	8	-13	1
6	O=C(C1COc2ccccc2O1)N1CCc2ccccc21 (stereo not drawn)	22	-106	-1	-3	-2	2	-5	-61	7	2
7	Cn1c(SCC(=O)Nc2ccc(Br)cc2F)nnc1-c1ccco1	4	-24	-1	-35	3	0	-6	-23	-5	1
8	COc1ccc(C(=O)Oc2ccc(/C=N/NC(=O)Cc3ccc([N+](=O)[O-])cc3)cc2)cc1	14	10	-1	-9	-6	3	-2	14	2	1
9	O=Cc1cccn1-c1sc2c(c1C(=O)O)CCCC2	6	-12	-3	14	-4	-3	-3	-13	-6	3
10	CC(C)n1c(/C=C/c2ccccc2)nc2ccccc21	107*	-118	0	6	5	4	3	-29	79	1
11	CC1CCC(NC(=O)c2ccc3nc[nH]c3c2)CC1 (stereo not drawn)	4	-81	-1	-4	-5	-2	0	-32	8	4
12	CC(C(=O)OCC(=O)Nc1cccc(S(=O)(=O)N(C)C)c1)N1C(=O)c2ccccc2C1=O (stereo not drawn)	6	-1	.	6	-3	1	0	4	-1	0
13	CCOC(=O)C1CCN(Cc2nc3ccc([N+](=O)[O-])cc3c(=O)n2-c2ccc(OC)cc2OC)CC1	0	-3	0	-3	2	0	0	-15	4	2
14	CCOP(=O)(c1ccccc1)c1nc(-c2ccccc2Cl)oc1N1CCCCC1 (stereo not drawn)	8	-7	2	1	1	4	3	-22	8	0
15	O=C(CN1CCN(CC(=O)Nc2cccc(F)c2)CC1)Nc1ccc(-c2ccccc2)cc1	-6	11	0	0	-4	-3	-1	-13	1	-1
16	Cc1onc(-c2ccccc2)c1C(=O)OCC(=O)NCc1ccc(F)cc1	15	4	-2	-2	-7	1	7	17	6	-2
17	COc1cc(NC(=O)CSc2nnc3c(C)cc4c(C)ccc(C)c4n23)c(C(=O)O)cc1OC	18	-4	-1	-4	4	4	3	-27	1	2
18	COc1ccc(C(=O)Nc2cccc3nc(C)ccc23)cc1OC	1	-9	0	8	5	3	0	-21	-2	3
19	Cc1cc(NCCN2CCOCC2)n2nc(C)c(-c3ccccc3)c2n1	-11	36	-5	4	11	2	2	2	-5	1
20	Nc1ccc2oc(-c3ccccn3)nc2c1	1	-133	2	2	-3	-3	1	-73	4	0

Some entries already given, showing only DYRK1A inh, Platelet DG rel and KLF5 inh.
No. | SMILES | DYRK1A inh | Platelet DG rel | KLF5 inh
7 | Cn1c(SCC(=O)Nc2ccc(Br)cc2F)nnc1-c1ccco1 | 3 | -35 | -23
10 | CC(C)n1c(/C=C/c2ccccc2)nc2ccccc21 | 5 | 6 | -29
19 | Cc1cc(NCCN2CCOCC2)n2nc(C)c(-c3ccccc3)c2n1 | 11 | 4 | 2
4 | CCNS(=O)(=O)c1cc(OC)ccc1OC | -2 | 2 | 6
15 | O=C(CN1CCN(CC(=O)Nc2cccc(F)c2)CC1)Nc1ccc(-c2ccccc2)cc1 | -4 | 0 | -13
3 | CSCCC(NC(=O)C1CCC(C)CC1)C(=O)OCC(=O)c1ccc(Cl)cc1 (stereo not drawn) | 1 | -6 | 9

Remaining list, next part
item	molecule	HSF1 activator	aSyn UTR inh	GSK3A inh	Platelet DG rel	DYRK1A inh	IEC-6 cytotox	HSP90 refold inh	KLF5 inh	HSF1 inhib	GSK3beta inhib
21	S=C(NCCN1CCCCC1)Nc1ccc(Br)cc1	7	-8	0	-3	-3	5	15	-1	4	-3
22	COC(=O)c1ccccc1NC(=O)C1CCCN(S(=O)(=O)c2ccc(OC)cc2)C1 (stereo not drawn)	-25	-1	0	11	-6	-5	6	-7	-9	1
23	CCc1cc(=O)oc2cc(OS(C)(=O)=O)ccc12	5	12	-4	11	9	-1	2	-30	-7	-4
24	CC(=O)OCC(=O)Nc1ccc([N+](=O)[O-])cc1Cl	-1	-7	-2	-3	4	5	-2	-19	-8	2
25	O=C(O)c1cc(-c2ccc3c(c2)OCO3)nc2ccc(Br)cc12	18	12	-5	2	9	-10	-1	-21	6	0
26	COc1ccc(OC)c(C(=O)CC2OC(=O)c3ccccc32)c1 (stereo not drawn)	11	-70	-4	-1	2	1	4	-59	3	3
27	COc1cccc(/C=N/NC(=O)c2ccc3nc[nH]c3c2)c1	-1	-14	4	-3	.	1	3	13	-7	2
28	O=C(Nc1cc(S(=O)(=O)N2CCOCC2)ccc1N1CCCC1)C1CC1	1	-6	-3	-2	-6	-1	0	-19	-1	-1
29	O=C(Nc1cccnc1)c1cccc(NC(=O)c2ccco2)c1	-6	-22	1	-5	-4	0	0	-17	-6	0
30	COCc1cc(C)c2c(N)c(C#N)sc2n1	1	-2	1	45	14	-6	0	13	0	-3
31	Cc1cc(C)nc(SCC(=O)Nc2ncc3c(n2)CC(C)(C)CC3=O)n1	-5	-8	1	0	-11	-7	-3	-24	-9	-4
32	COc1ccc(CCC(=O)OCC(=O)Nc2ccccc2OC(F)F)cc1OC	3	-21	-1	5	6	-4	-3	-15	1	1
33	Cc1nc(NC(=O)/C=C/c2ccc(Cl)cc2Cl)sc1C(=O)N(C)C	-81	-7	-1	20	1	-2	-1	11	-76*	0
34	O=C(CCNS(=O)(=O)c1ccccc1F)N1CCN(C/C=C/c2ccccc2)CC1	-4	22	0	1	-14	.	.	.	7	-3
35	CSc1sc(C(=O)N(C)C)cc1S(=O)(=O)C(C)C	-18	-3	-1	-3	0	-4	-5	-19	-4	-1
36	COc1ccc(OCc2cc(C(=O)N[C@H]3CCCCNC3=O)no2)c(Cl)c1	29	-56	0	-5	-3	-6	-6	-46	12	-1
37	CC(=O)NC(Cc1ccc(F)cc1)C(=O)NC1CCN(C(=O)NCc2ccccc2)CC1 (stereo not drawn)	-12	-1	2	-7	-5	0	1	-25	-7	4
38	Cc1cc(C(F)(F)F)nc(SCC(=O)Nc2cc(C)on2)n1	-3	8	-1	1	6	-5	4	-20	3	3
39	O=C(NNC(=O)c1ccc(SCC2CCCO2)c([N+](=O)[O-])c1)c1ccc(Cl)c([N+](=O)[O-])c1 (stereo not drawn)	32	4	-3	-8	3	0	-1	4	1	1
40	O=[N+]([O-])c1ncccc1OCc1ccc(Cl)c(Cl)c1	20	-121	0	-3	-6	8	0	-69	15	1

Some of these compounds in order of molar mass, highest first:
item	molecule	HSF1 activator	aSyn UTR inh	GSK3A inh	Platelet DG rel	DYRK1A inh	IEC-6 cytotox	HSP90 refold inh	KLF5 inh	HSF1 inhib	GSK3beta inhib
39	O=C(NNC(=O)c1ccc(SCC2CCCO2)c([N+](=O)[O-])c1)c1ccc(Cl)c([N+](=O)[O-])c1 (stereo not drawn)	32	4	-3	-8	3	0	-1	4	1	1
29	O=C(Nc1cccnc1)c1cccc(NC(=O)c2ccco2)c1	-6	-22	1	-5	-4	0	0	-17	-6	0
27	COc1cccc(/C=N/NC(=O)c2ccc3nc[nH]c3c2)c1	-1	-14	4	-3	.	1	3	13	-7	2
30	COCc1cc(C)c2c(N)c(C#N)sc2n1	1	-2	1	45	14	-6	0	13	0	-3

Other results.
item	molecule	HSF1 activator	aSyn UTR inh	GSK3A inh	Platelet DG rel	DYRK1A inh	IEC-6 cytotox	HSP90 refold inh	KLF5 inh	HSF1 inhib	GSK3beta inhib
41	Cc1ccc(S(=O)(=O)Nc2cccc(C(=O)NCCCN3CCCC3=O)c2)cc1F	2	10	-1	-5	-5	.	.	.	5	1
42	CCC(C)NC(=O)c1cn(-c2cccc(OC)c2)c(=O)c2ccccc12 (stereo not drawn)	0	-3	-2	-1	2	0	-2	-3	-4	2
43	Cn1c(=O)c(=O)n(C)c2cc(S(=O)(=O)N3CCCC3C(=O)NCc3ccco3)ccc21 (stereo not drawn)	1	-5	-2	2	-8	-5	0	-9	-7	-1
44	CCc1nnc(NC(=O)Cc2ccc(OCc3c(C)noc3C)cc2)s1	4	-8	-2	1	-8	4	-2	-18	0	0
45	COc1cc(NC(=O)CCNC(=O)Cn2cnc3ccccc3c2=O)cc(OC)c1OC	-4	21	-3	0	5	2	8	7	4	0
46	Cc1ccc(C)c(SCC(=O)OCC(=O)NCCNC(=O)COC(=O)CSc2cc(C)ccc2C)c1	1	-4	0	1	3	.	.	.	-5	7

The list is partial; rates above refer to the full screens.
